GAA inh: qHTS Assay for Inhibitors of Human alpha-Glucosidase as a Potential Chaperone Treatment of Pompe Disease; AID 1466, 2008; 200,000 tested, 0.005% active; purified human GAA, 4-MU-alpha-glucoside fluorescence; Potency, µM (top dose mostly 76.9 µM), for inactives: at the top dose activity change, negative = inhibition, hits mostly inhibitors; Lysosomal alpha-glucosidase (Homo sapiens), P10253;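 note: plate controls were uninhibited enzyme wells for no effect and no-enzyme background for full effect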
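Endpoint fluorogenic read: 20 min room-temperature reaction of 4 nM human alpha-glucosidase with 400 uM 4-methylumbelliferyl-alpha-D-pyranoside, pH 5.0, quenched with 1M NaOH/1M glycine pH 10. AC50 from Hill modeling.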
aGal spleen mod: qHTS Assay for Inhibitors and Activators of Human alpha-Galactosidase From Spleen Homogenate; Alpha-galactosidase A (Homo sapiens), P06280; human spleen homogenate, 4MU-alpha-Gal fluorescence, 40 min; Potency, µM (highest dose often 80 µM), inactives show at the highest dose activity change, negative = inhibition, hits mostly inhibitors; 240,000 tested, 0.008% active; AID 2107, 2009;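 note: 0% = enzyme with vehicle and -100% = no enzyme basal signal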
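Human spleen homogenate (1 ug) was the enzyme source, with 4-methylumbelliferyl-alpha-D-galactopyranoside (1 mM final) in pH 5.0 citrate buffer with 0.01% Tween-20. Compounds were titrated; after 40 min at 37C, NaOH/glycine stop, 4-MU fluorescence read; AC50 from Hill fits.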
GoLoco inh red: qHTS Assay for Inhibitors of RGS12 GoLoco Motif Activity (Red Fluorophore) | 230,000 tested, 0.44% active | Gai1:RGS12 GoLoco peptide FP, rhodamine, 10 min | Guanine nucleotide-binding protein G(i) subunit alpha-1 (Homo sapiens), P63096 | Potency, µM (top dose mostly 61.6 µM), for the others: top-dose activity, negative = inhibition, actives largely listed as inhibitors; active = well fitted inhibition curve with a large enough effect, not every such curve was filed as active; inactive = no such curve, though single readings can be large or run the other way; note: % is set by controls: 0 for no effect and ±100 for the full control effect; nearly all actives have a fitted effect of over 30% in size; many of its hits are not listed in these tables
Target sequence (P63096 whole entry, looked up): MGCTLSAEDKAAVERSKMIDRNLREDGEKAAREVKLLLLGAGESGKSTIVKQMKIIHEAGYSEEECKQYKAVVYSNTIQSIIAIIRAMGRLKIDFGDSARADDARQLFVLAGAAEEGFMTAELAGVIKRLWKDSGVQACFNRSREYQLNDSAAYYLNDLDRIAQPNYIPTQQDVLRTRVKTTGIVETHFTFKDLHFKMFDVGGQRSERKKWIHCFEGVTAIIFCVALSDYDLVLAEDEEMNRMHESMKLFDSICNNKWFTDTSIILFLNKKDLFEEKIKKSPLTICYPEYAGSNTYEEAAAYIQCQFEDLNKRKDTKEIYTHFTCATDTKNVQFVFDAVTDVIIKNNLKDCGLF
GAA glycogen mod: qHTS Assay for Inhibitors and Activators of Human alpha-Glucosidase Cleavage of Glycogen; AID 2100, 2009; Lysosomal alpha-glucosidase (Homo sapiens), P10253; 300,000 tested, 0.38% active; recombinant GAA, glycogen substrate, Amplex Red glucose oxidase fluorescence; Potency, µM (titrated, usually from 76.4 µM), inactives show top-dose activity change, negative = inhibition, most hits filed as inhibitors;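 note: 0% = full enzyme reaction and -100% = no-enzyme basal signal; the screen sought inhibitors and activators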
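Recombinant human enzyme (4 nM); glycogen substrate; 37 C, 40 min, pH 5.0. Readout: coupled glucose oxidase/Amplex Red fluorescence.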
ALDH1A1 block: qHTS Assay for Inhibitors of Aldehyde Dehydrogenase 1 (ALDH1A1) | Aldehyde dehydrogenase 1A1 (Homo sapiens), P00352 | Purified ALDH1A1, NADH fluorescence, propionaldehyde substrate | Potency, µM (highest dose often 75.3 µM), for the others: top-dose activity, negative = inhibition, actives largely listed as inhibitors | 220,000 tested, 7.3% active | AID 1030, 2008; active = well fitted inhibition curve with a large enough effect, not every such curve was filed as active; inconclusive = small, poorly fitted or top-dose-only effect, or another doubt; inactive = no such curve, though single readings can be large or run the other way;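 note: plate controls were no enzyme wells and a reference inhibitor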
KDM4E inh: qHTS Assay for Inhibitors of Human Jumonji Domain Containing 2E (JMJD2E). Lysine-specific demethylase 4E (Homo sapiens), B2RXH2. 230,000 tested, 1.6% active. Potency, µM (titrated, usually from 57.1 µM), for the others: at the highest dose activity change, negative = inhibition, hits mostly inhibitors. JMJD2E catalytic domain, FDH-coupled NADH fluorescence (FDH is formaldehyde dehydrogenase); active = well fitted inhibition curve with a large enough effect, not every such curve was filed as active; inconclusive = small, poorly fitted or top-dose-only effect, or another doubt; inactive = no such curve, though single readings can be large or run the other way;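 note: 0% = wells with enzyme and -100% = buffer wells without enzyme; nearly all actives have a fitted effect of over 50% in size; many of its hits are not listed in these tables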
Target sequence (B2RXH2 1-337 limits assumed): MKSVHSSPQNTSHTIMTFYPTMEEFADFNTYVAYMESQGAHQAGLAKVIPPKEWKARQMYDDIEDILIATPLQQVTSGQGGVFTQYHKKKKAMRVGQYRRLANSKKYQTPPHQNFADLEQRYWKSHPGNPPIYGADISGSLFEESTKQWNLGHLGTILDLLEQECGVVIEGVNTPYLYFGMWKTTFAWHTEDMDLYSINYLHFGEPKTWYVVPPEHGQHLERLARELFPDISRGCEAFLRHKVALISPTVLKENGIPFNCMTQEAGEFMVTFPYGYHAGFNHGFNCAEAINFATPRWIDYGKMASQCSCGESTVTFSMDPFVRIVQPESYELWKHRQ
aGlu spleen mod: qHTS Assay for Inhibitors and Activators of Human alpha-Glucosidase From Spleen Homogenate | AID 2112, 2009 | human spleen homogenate, 4-MU-alpha-glucoside fluorescence | Lysosomal alpha-glucosidase (Homo sapiens), P10253 | Potency, µM (titrated, usually from 79.9 µM), for inactives: at the highest dose activity change, negative = inhibition, hits mostly inhibitors | 240,000 tested, 0.006% active;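 note: 0% = enzyme with vehicle and -100% = no enzyme basal signal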
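Human spleen homogenate (1 ug) incubated with compounds and 1 mM 4-methylumbelliferyl-alpha-D-glucopyranoside in pH 5.0 citrate/phosphate buffer, 37 C, 40 min. Stopped at pH 10; 4-MU fluorescence (Ex 365/Em 440 nm); AC50 by Hill fit.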
SMN2 splice up: qHTS Assay for Enhancers of SMN2 Splice Variant Expression. Potency, µM (series often up to 46.1 µM), for inactives: at the highest dose activity change, positive = activation, hits mostly activators. 210,000 tested, 2.8% active. HEK293 SMN2-luciferase splicing reporter, luminescence, 30-36 h. AID 1458, 2008; note: % of control where 0% means no effect; nearly all actives have a fitted effect of over 55% in size
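HEK293 cells carry an SMN2 minigene-luciferase reporter in which exon 7 inclusion puts luciferase in frame. Cells were seeded at 2000 cells/well, attached for 10-12 hours, then exposed to compounds for 30-36 hours at 37C before ONE-Glo luminescence.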
Active calls of the source: *; ? = inconclusive; / = no result given; & = joins results of further samples; [ ] = another dose, or the depositor's remark. Unless noted, calls come from the whole dose curve; as a rule, active = well fitted curve in the direction sought with a large enough effect; inconclusive = small, poorly fitted or top-dose-only effect, or another doubt; inactive = no such curve, though single readings can be large; an effect the other way counts as inactive or inconclusive. Potency is the fitted concentration of half-maximal effect. Not all compounds are listed (hit frequency here may not be typical).

SMILES	GAA inh	aGal spleen mod	GoLoco inh red	GAA glycogen mod	ALDH1A1 block	KDM4E inh	aGlu spleen mod	SMN2 splice up
COc1ccc(COCC(O)CN2CCc3ccccc3C2)cc1OC (stereo unspecified)	1%	-2%	1%	-1%	-2%	-29%	3%	-7%
CCn1cc(C(=O)Nc2cccc(C(=O)OC)c2)c(=O)c2ccc(C)nc21	6%	7%	15%	8%	6%	4%	-1%	7%
COc1cccc(C(=O)COC(=O)c2n[nH]c(=O)c3ccccc23)c1	1%	2%	-6%	1%	11%	6%	2%	-10%
CN(C(=O)c1ccccc1OC1CCN(S(C)(=O)=O)CC1)C1CCOC1 (stereo unspecified)	11%	7%	7%	-6%	-1%	-10%	2%	0%
CN(C(=O)CSC1=Nc2ccccc2C2=NC(c3ccccc3)C(=O)N12)C1CCCCC1 (stereo unspecified)	?	18%	7%	-2%	?	?	-5%	3%
Cc1ccc(/C(N)=N/OC(=O)COc2ccccc2Cl)cc1	-6%	1%	-1%	-2%	7%	-3%	3%	22%
CC(=O)Nc1ccc(/C(C)=N/NS(=O)(=O)c2ccccc2)cc1	6%	0%	2%	11%	?	-5%	-2%	-9%
Cc1nn(-c2ccccc2)c(N)c1N=Nc1cccc(S(=O)(=O)N2CCOCC2)c1	/	-23%	-8%	-19%	/	-17%	?	/
O=c1cc(N2CCCCC2)c(-c2ccccc2)n[nH]1	-1%	0%	4%	-5%	-10%	6%	-9%	-6%
CN1CCN(C(=O)CSc2ccc(Cl)cc2)CC1	11%	1%	8%	17%	2%	9%	2%	/
COc1cccc(/C(C)=N/NS(=O)(=O)c2ccc(Cl)cc2)c1	-28%	-1%	5%	-16%	?	-2%	-2%	-10%
O=C1CC(N2CCCc3ccccc32)C(=O)N1c1ccccc1Cl (stereo unspecified)	4%	-1%	9%	-5%	?	-7%	0%	3%

Two records picked at random from the list so far:
SMILES	GAA inh	aGal spleen mod	GoLoco inh red	GAA glycogen mod	ALDH1A1 block	KDM4E inh	aGlu spleen mod	SMN2 splice up
CC(=O)Nc1ccc(/C(C)=N/NS(=O)(=O)c2ccccc2)cc1	6%	0%	2%	11%	?	-5%	-2%	-9%
Cc1nn(-c2ccccc2)c(N)c1N=Nc1cccc(S(=O)(=O)N2CCOCC2)c1	/	-23%	-8%	-19%	/	-17%	?	/

Next structures follow:
SMILES	GAA inh	aGal spleen mod	GoLoco inh red	GAA glycogen mod	ALDH1A1 block	KDM4E inh	aGlu spleen mod	SMN2 splice up
CC(Sc1nc(N)c2c3c(sc2n1)CSC(C)(C)C3)C(=O)Nc1ccccc1 (stereo unspecified)	-10%	2%	7%	-8%	7%	2%	-3%	-19%
CCOc1ccccc1-c1nc(-c2cc3ccccc3nc2OC)no1	2%	-8%	16%	-5%	?	?	-6%	-23%
O=C(COC(=O)c1ccccc1C(=O)c1ccccc1)NCCc1ccc(Cl)cc1Cl	1%	0%	5%	-13%	5%	6%	-20%	-16%
C=CCOc1cccc(CNCCCN2CCOCC2)c1	-3%	-8%	1%	-4%	-1%	5%	1%	7%
N#Cc1ccc(-c2nc3ccccc3nc2-c2ccccc2)cc1C#N	-1%	2%	-12%	-3%	?	-29%	-6%	-29%
Cc1cc(Cl)c(S(=O)(=O)Nc2ccc3c(c2)OCCO3)cc1OCC(=O)NC1CCCCC1	-9%	7%	-7%	-1%	-11%	0%	7%	-43%[inhibitor]
CC1CCCCN1c1nnc(NC(=O)Cn2c(=O)oc3ccccc32)s1 (stereo unspecified)	-21%	-7%	6%	17%	?	0%	-2%	-4%
O=C(CCN1C(=O)c2ccccc2S1(=O)=O)Nc1ccccc1O	0%	3%	5%	-2%	-12%	-3%	2%	-1%
Cc1cnc(C(=O)Nc2cccc(-c3nnc4n3CCCCC4)c2)cn1	-7%	7%	-5%	4%	-1%	14%	-3%	-18%
CCc1nnc(NS(=O)(=O)c2ccc(NS(=O)(=O)c3ccccc3)cc2)s1	-11%	-1%	-8%	-10%	16%	3%	-15%	-20%
C/C(=N\O)C(C)(C)NC(=O)Nc1ccc(Cl)cc1	12%	7%	9%	2%	5%	10%	3%	?
COC(=O)C1=C(CSc2nc3c(cc2C#N)CN(C)CC3)OC(N)=C(C#N)C1c1ccccc1F (stereo unspecified)	-5%	1%	130%[activator]	18%	?	?	1%	-19%
CC(=O)N(CCCN(C)C)c1nc2ccc(C)cc2s1	5%	2%	2%	9%	10%	2%	0%	-28%
Cc1nn(C)c(C)c1S(=O)(=O)N1CCCC(C(=O)N2CCN(c3ccc(Cl)cc3)CC2)C1 (stereo unspecified)	-6%	10%	8%	-7%	?	8%	-1%	-119%[inhibitor]
CCOC(=O)c1sc(NS(=O)(=O)c2ccc(F)cc2)nc1C	6%	9%	16%	15%	?	3%	8%	/
Cc1onc(-c2ccccc2)c1C(=O)N(Cc1ccccn1)Cc1ccccn1	/	-6%	12%	3%	/	-2%	-5%	/
Cc1ccn2c(C(=O)CSc3ccccc3Cl)c(C)nc2c1	-1%	-8%	3%	5%	4%	3%	-16%	43%
CN(Cc1ccccc1)c1nc2c(c(=O)n(C)c(=O)n2C)n1CCSc1ncccn1	-1%	-5%	7%	5%	-2%	3%	-5%	-7%
COc1cc2c(cc1O)CCC1C2CC[C@@]2(C)C1CC[C@@H]2O (stereo partly specified)	/	4%	6%	/	4%	4%	-4%	/
CCC(=O)Oc1ccc2c(c1)O/C(=C\c1ccco1)C2=O	/	-2%	7%	-1%	/	?	-9%	/
NC1=C(O)C(=O)C(c2ccccc2)O1 (stereo unspecified)	/	4%	8%	-3%	/	16µM*	-6%	/
O=C(O)Cn1nc(C(F)(F)F)c2c1CCC2	4%	3%	-1%	5%	3%	0%	-6%	-7%
CCO/N=C(\C)c1c(O)c2ccccc2n(C)c1=O	2%	4%	13%	-11%	2%	6%	-3%	7%
CCOc1ccc(-c2cnc(SCC(N)=O)nc2N)cc1	1%	0%	-3%	-6%	6%	-10%	5%	-5%
CCOCCn1cnc2sc(C(=O)NCC(=O)OCC)c(C)c2c1=O	-5%	1%	-1%	4%	1%	1%	6%	?
Nn1c(SCC(=O)Nc2ccc(F)cc2F)nnc1C1CCCCC1	-5%	9%	-6%	-13%	?	3%	7%	-10%
O=c1cccccc1NCc1ccccc1	-5%	9%	2%	5%	-6%	-7%	-7%	-5%
Cc1cccc(N2CC34C=CC(O3)C(C(=O)O)C4C2=O)c1 (stereo unspecified)	-4%	1%	-2%	6%	-3%	-7%	1%	-2%
CCOC(=O)N1CCN(C(=O)c2ccc3c(=O)n(-c4ccc(F)cc4)c(=S)[nH]c3c2)CC1	-1%	-4%	1%	1%	?	7%	0%	-7%
CCOC(=O)c1[nH]c(C)c(C(=O)OC(C)C(=O)Nc2ncc(Cl)cc2Cl)c1C (stereo unspecified)	4%	7%	-3%	8%	-2%	-24%	4%	-7%
CCc1ccc(C(=O)CSc2nc3cc(S(=O)(=O)N4CCOCC4)ccc3n2CC)cc1	4%	-13%	10%	-5%	28µM*	4%	-2%	-8%
O=C(COc1ccc(S(=O)(=O)NC2CCCCC2)cc1)Nc1ccc2c(c1)OCCO2	?	-7%	-9%	0%	?	6%	-10%	-32%[inhibitor]
Cc1cccc(C)c1OC(=O)CCN1C(=O)C2C3C=CC(C4CC34)C2C1=O (stereo unspecified)	-4%	0%	9%	8%	?	-22%	3%	0%
Cc1ccc(-c2cccc(C3CC=CC4C3C(=O)N(Cc3ccccc3)C4c3ccc4ccccc4c3)c2)cc1 (stereo unspecified)	/	-2%&8%	11%	10%	/	-10%	-9%&2%	/
COC(=O)CN1C(=O)C2(C(C#N)=C(N)Oc3c2c(C)nn3-c2ccccc2)c2ccccc21 (stereo unspecified)	-5%	2%	-4%	-11%	0.14µM*	-18%	-14%	-4%
Cn1cccc1/C=N/N1CCN(Cc2cccc3ccccc23)CC1	/	4%	-9%	-22%	/	?	-5%	/
COc1ccc(NS(=O)(=O)c2ccc(N3CCOCC3)c(NC(=O)c3ccco3)c2)cc1	2%	-8%	-12%	-5%	?	-1%	1%	-42%[inhibitor]
Cc1cc(NC(=O)C23CC4CC(CC(C4)C2)C3)n[nH]1	3%	-1%	-1%	7%	8%	1%	2%	12%
Nc1cc(=O)[nH]c(SCc2csc(-c3ccccc3)n2)n1	13%	2%	4%	-8%	8%	-11%	-3%	-38%[inhibitor]
Cc1cc(C)nc(N/N=C/c2c(C)oc3ccccc23)n1	-1%	-5%	3%	-20%	2%	?	0%	-3%
CCOc1ccc(-c2nn3c(-c4ccccc4)nnc3s2)cc1	-3%	5%	3%	-2%	?	-4%	2%	-2%
S=C(NCC1CCCO1)n1nnc2ccccc21 (stereo unspecified)	0%	0%	-2%	8%	?	0%	-5%	-9%
Cc1sc(NC(=O)c2ccco2)nc1-c1ccc2c(c1)CC(C)N2C(=O)C1CC1 (stereo unspecified)	-7%	-8%	7%	-7%	?	?	-5%	-38%[inhibitor]
O=C(NC1CCCCCC1)C1CCCN1S(=O)(=O)c1cccc2cccnc12 (stereo unspecified)	1%	-13%	12%	-31%	-11%	-2%	-2%	-22%

High-throughput results from PubChem.
